Screens from PubChem BioAssay.
a7 integrin act = activators of alpha7 integrin expression for muscular dystrophy; alpha7betagal myoblasts, beta-gal FDG fluorescence, 48 h; Potency, µM (top dose mostly 38.3 µM), for inactives: at the top dose activation, actives largely listed as activators; 350,000 compounds, 0.064% hits;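 further: potency means the concentration at half of the fitted maximal effect; 100% = response of the positive control SU9516; nearly all actives have a fitted effect of over 60% in size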
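alpha7betagal+/- myoblasts (passage 13, 250/well) treated 48 h at 37C with compounds at 1:260 dilution of DMSO stock. Lysed, then beta-galactosidase activity read as FDG fluorescence (ex 480/em 540) after 30 min, with pre-read for autofluorescence.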
p53 reactivator = mutant p53 re-activation in reporter cells. H1299 p53-A138V BP100-luciferase reporter, luminescence, 24 h. Potency, µM (titrated, usually from 92.2 µM), for inactives: at the highest dose activity change, positive = activation, actives largely listed as activators. 320,000 compounds, 0.063% hits; further: potency means the concentration at half of the fitted maximal effect; % of control where 0% means no effect; nearly all actives have a fitted effect of over 45% in size
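p53-null H1299 cells stably carrying temperature-sensitive p53-A138V and a BP100-luciferase reporter were pinned with compounds (4-point, 1:5 series) and held 24 hrs at 37 deg C. Luminescence was read 10 min after detection reagent.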
TRPV1 ag = agonists of human vanilloid receptor 1 (TRPV1). 320,000 compounds, 0.19% hits. Q8NER1. activation, % at 8.33 µM. TRPV1-expressing cells, Fluo-8 calcium influx, agonist mode; in the data active means activation above about 80%; inconclusive means between about 30% and that limit; further: 0% is about no effect
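Fluo-8 calcium influx in TRPV1-expressing cells, kinetic read (ex 480/em 520 nm). Compound added and read 3 min for agonist activity, followed by capsaicin at EC20 final and 2 min further read for enhancement.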
Eya2 inh = inhibitors of human Eya2 phosphatase activity | O00167 | recombinant Eya2, OMFP fluorescence dephosphorylation (OMFP is methylfluorescein phosphate) | Potency, µM (titrated, usually from 76.9 µM), for inactives: at the highest dose activity, negative = inhibition, hits mostly inhibitors | 330,000 compounds, 0.006% hits | AID 488837; further: potency means the concentration at half of the fitted maximal effect; on the % scale 0 is the no-effect control and ±100 the full control effect
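Eya2 (0.2 uM) preincubated 10 min at ambient with compound, then OMFP substrate added at 50 uM; 10 min reaction in 50 mM HEPES pH 7.5, 50 mM NaCl, 5 uM MgCl2, 0.05% BSA, 1 mM DTT. Fluorescence read at Ex 485/Em 525 nm.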
B2AR arrestin = beta2AR (human) beta-arrestin recruitment activity; P07550; beta-arrestin recruitment to beta2AR, cell-based reporter; Potency, µM (top dose mostly 46.1 µM), for inactives: at the top dose activation, hits mostly activators; 330,000 compounds, 0.02% hits; AID 492947;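 further: potency means the concentration at half of the fitted maximal effect; 0% = DMSO controls and full agonism = EC100 isoproterenol or metaproterenol; nearly all actives have a fitted effect of over 65% in size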
ASM inhibitor = blocks human secretory acid sphingomyelinase. P17405. placental ASM, HMU-PC fluorogenic substrate, 60 min. Potency, µM (highest dose often 57.5 µM), without a hit: top-dose activity change, negative = inhibition, usual class: inhibitors. 340,000 compounds, 0.006% hits; further: potency means the concentration at half of the fitted maximal effect
Target sequence (P17405 47-631 limits assumed): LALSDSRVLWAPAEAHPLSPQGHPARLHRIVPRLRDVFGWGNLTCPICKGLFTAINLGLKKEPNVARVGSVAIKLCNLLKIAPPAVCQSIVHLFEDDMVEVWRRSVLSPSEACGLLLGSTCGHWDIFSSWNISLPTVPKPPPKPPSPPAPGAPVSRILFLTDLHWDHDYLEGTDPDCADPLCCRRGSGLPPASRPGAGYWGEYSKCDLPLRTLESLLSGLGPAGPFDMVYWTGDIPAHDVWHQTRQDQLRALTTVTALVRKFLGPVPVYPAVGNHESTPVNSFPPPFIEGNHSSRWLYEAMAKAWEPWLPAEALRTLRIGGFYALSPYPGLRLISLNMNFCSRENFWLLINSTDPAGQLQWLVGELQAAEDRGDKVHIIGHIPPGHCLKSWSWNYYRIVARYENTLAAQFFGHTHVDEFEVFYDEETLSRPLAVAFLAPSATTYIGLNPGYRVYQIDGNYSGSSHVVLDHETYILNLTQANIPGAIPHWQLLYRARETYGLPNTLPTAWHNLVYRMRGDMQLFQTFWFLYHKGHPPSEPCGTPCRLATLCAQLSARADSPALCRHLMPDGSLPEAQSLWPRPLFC
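Human placenta-derived ASM preincubated with compound 10 min at room temperature, then reacted with 9 uM (final) fluorogenic HMU-PC substrate for 60 min at 37 C. Stop solution raises pH to 10; fluorescence read at Ex 386/Em 447 nm.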
USP2a block = USP2a (human) protease inhibition; O75604; USP2 core, Ub-CHOP2 coupled fluorogenic reporter, 485/531; Potency, µM (titrated, usually from 38.3 µM), without a hit: at the top dose activity change, negative = inhibition, hits mostly inhibitors; 330,000 compounds, 0.01% hits; AID 463254;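 further: potency means the concentration at half of the fitted maximal effect; plate controls were DMSO wells for no effect and full inhibition by NEM control for full effect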
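Cell-free coupled assay: 10nM USP2 core preincubated 30min RT with compound in Tris-HCl pH 8.0/CaCl2/CHAPS buffer, then 25nM Ub-CHOP2 and 25nM reporter substrate; fluorescence (Ex 485/Em 531) read after 60min RT, normalized to NEM inhibition, concentration-response curves fitted.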
PTAP TSG101 blk = blocks PTAP/TSG101 interaction to inhibit HIV-1 budding; AID 493005; Q99816; 340,000 tested, under 10 active; Potency, µM (doses to about 115 µM), for the others: at the top dose activity change, negative = inhibition, usual class: inhibitors; Fluorescence polarization, FITC-PTAP peptide / Tsg101 binding; active means well fitted inhibition curve with a large enough effect in the main read-out, with a control signal flat, not every such curve was filed as active; inconclusive means small, poorly fitted or top-dose-only effect, or effect the other way, or a change in a side signal; inactive means no such curve, though single readings can be large or run the other way; further: potency means the concentration at half of the fitted maximal effect; % of control where 0% means no effect
Target sequence (Q99816 whole entry, looked up): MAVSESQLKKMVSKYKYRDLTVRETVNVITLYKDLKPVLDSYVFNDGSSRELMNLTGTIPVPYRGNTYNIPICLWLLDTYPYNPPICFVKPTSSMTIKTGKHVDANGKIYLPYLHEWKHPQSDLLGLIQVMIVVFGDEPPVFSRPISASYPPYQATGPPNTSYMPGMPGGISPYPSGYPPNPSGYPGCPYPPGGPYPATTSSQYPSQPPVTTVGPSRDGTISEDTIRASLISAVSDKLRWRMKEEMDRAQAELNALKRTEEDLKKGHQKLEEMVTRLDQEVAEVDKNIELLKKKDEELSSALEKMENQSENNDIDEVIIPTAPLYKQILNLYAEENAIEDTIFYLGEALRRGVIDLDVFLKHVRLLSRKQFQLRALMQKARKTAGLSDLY
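Fluorescence anisotropy tracks displacement of a FITC-tagged PTAP peptide (50 nM) from the Tsg101 binding domain (10 uM), following a 20 min room-temperature incubation at pH 7.5.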
ELG1 genotoxic = induces genotoxicity in HEK293T cells with luciferase-tagged ELG1 | HEK293T ELG1-luciferase reporter, luminescence, 16 h | Potency, µM (series often up to 46 µM), without a hit: top-dose activity change, positive = activation, actives largely listed as activators | 330,000 compounds, 1.3% hits; further: potency means the concentration at half of the fitted maximal effect; % of control where 0% means no effect; nearly all actives have a fitted effect of over 60% in size
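Genotoxicity was scored as increased ELG1-luciferase reporter signal, measured by ONE-Glo luminescence (30 min, room temperature). Compound or vehicle exposure of the HEK293T reporter cells lasted 16 hr at 37°C.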
uPA surface inh = cell surface uPA generation inhibition; AID 540303; cell surface uPA generation assay, qHTS; 330,000 compounds, 0.31% hits; Potency, µM (series often up to 38.3 µM), without a hit: at the highest dose activity change, negative = inhibition, actives largely listed as inhibitors; active means well fitted inhibition curve with a large enough effect; inconclusive means small, poorly fitted or top-dose-only effect; inactive means no such curve, though single readings can be large or run the other way; tested in mouse RAW 264.7 cells; further: potency means the concentration at half of the fitted maximal effect; on the % scale 0 is the no-effect control and ±100 the full control effect; nearly all actives have a fitted effect of over 55% in size
BRCA1 expr up = activators of BRCA1 expression; MCF7-BRCA1-FFLuc reporter, luminescence, 48 h; response scale: scaled: vehicle 0%, 10 µM genistein 100%; AID 624202; 380,000 compounds, 1.1% hits; Potency, µM (top dose mostly 46.1 µM), for inactives: at the top dose activation, usual class: activators; further: potency means the concentration at half of the fitted maximal effect; nearly all actives have a fitted effect of over 80% in size; some results filed as inactive show a strong effect at the top dose
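Activators of BRCA1 expression were detected as increased firefly luciferase luminescence in engineered MCF7 cells after 48 h compound incubation. Signals were scaled to genistein 10 microM as full activation.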
The depositor's hits bear a star; ? = inconclusive; · = not tested or not shown; [ ] = dose if it differs, or a comment. Unless noted, the call rests on the fitted dose curve; in most records, active means well fitted curve in the direction sought with a large enough effect; inconclusive means small, poorly fitted or top-dose-only effect, or another doubt; inactive means no such curve, though single readings can be large; an effect the other way counts as inactive or inconclusive.

nr	canonical_smiles	a7 integrin act	p53 reactivator	TRPV1 ag	Eya2 inh	B2AR arrestin	ASM inhibitor	USP2a block	PTAP TSG101 blk	ELG1 genotoxic	uPA surface inh	BRCA1 expr up
1	Cc1cccc(N2CCN(S(=O)(=O)c3ccc4c(c3)CCCN4C(=O)C3CCC3)CC2)c1C	-15%	6%	3	1%	0.3%	-3%	-1%	0%	0%	-3%	-7%
2	NC(=S)N/N=C1\CC(c2ccc3c(c2)OCCO3)Oc2ccc(F)cc21 (stereo not drawn)	-18%	5%	4	3%	0.5%	-6%	-1%	-5%	-6%	3%	-27%
3	COc1ccc(C2=Nc3nc(-c4ccccc4)cn3C(c3ccc(OC)cc3)C2)cc1 (stereo not drawn)	3%	22%	-1	2%	-1.0%	395%[activator]	0%	3%	0%	5%	5%
4	Clc1ccc(-n2cnnn2)cc1	40%	0%	-3	14%	0.2%	8%	0%	-4%	-3%	-8%	-5%
5	COc1ccc(C(=O)CCC(=O)N2CCN(c3ccc(N4CCOCC4)nn3)CC2)cc1	-4%	3%	0	14%	0.0%	172%[activator]	1%	1%	-1%	7%	-1%
6	CCOc1ccc(N(C(=O)c2snc(C(N)=O)c2N)C(C(=O)NC2CCCC2)c2ccncc2)cc1 (stereo not drawn)	-8%	-1%	2	-5%	-0.8%	49%[activator]	-1%	-4%	-14%	-3%	-5%
7	COC(=O)C1=C(N)Oc2cc(C)[nH]c(=O)c2C1c1cccnc1 (stereo not drawn)	16%	-3%	0	16%	0.5%	5%	-2%	2%	-2%	8%	-21%
8	O=C(c1cccc(S(=O)(=O)N2CCCCC2)c1)N1CCN(c2ccccc2)CC1	13%	-4%	13	11%	-0.4%	0%	3%	0%	-6%	5%	-17%
9	CCOC(=O)Cc1csc(NC(=S)NC(=O)c2cccc([N+](=O)[O-])c2)n1	4%	-9%	0	10%	-0.1%	-6%	3%	0%	1%	7%	15%
10	Cn1c(-c2ccc(Br)cc2)cnc1NCc1ccc(C#N)cc1	36%	·	-7	9%	-0.3%	-5%	-2%	0%	-4%	-6%	-45%
11	Cc1nnc(NCc2cccc(Cl)c2)c2ccccc12	7%	-3%	-1	-26%	0.1%	10%	2%	-3%	-1%	-1%	-19%
12	Cn1c(=O)c2c(nc(SCC(=O)N3CCc4ccccc43)n2Cc2ccccc2)n(C)c1=O	·	3%	3	-19%	0.0%	·	0%	·	-3%	·	·
13	Nc1cc(=O)nc(SCC(=O)Nc2ccccc2)n1-c1ccccc1	-6%	-6%	1	9%	3.0%	1%	-3%	2%	3%	4%	-3%
14	O=C(CCCc1ccccc1)NC1CCSC1=O (stereo not drawn)	0%	19%	16	-1%	0.0%	2%	4%	-4%	3%	6%	16%
15	COCc1c(C(=O)OCc2c(C)noc2C)oc2ccccc12	4%	-6%	4	-2%	-0.7%	3%	-1%	0%	1%	-2%	-26%
16	O=C(C1CCCN(Cc2cccc(F)c2)C1)N1CCCCC1 (stereo not drawn)	1%	-1%	8	-8%	-0.7%	3%	0%	0%	2%	2%	0%
17	O=C(NCc1ccccc1)c1sc(=S)n2c1[nH]c(=O)c1ccccc12	4%	0%	2	-1%	-0.4%	-4%	2%	-6%	-5%	2%	-25%
18	Cc1c(C(=O)NCCN2C(=O)S/C(=C\c3cccs3)C2=O)cccc1[N+](=O)[O-]	-15%	9%	4	1%	0.0%	-4%	2%	1%	-4%	0%	-16%
19	O=C1CCNCCN1[C@H](CO)c1ccccc1	2%	14%	0	0%	-0.3%	-2%	-1%	-3%	-1%	-2%	4%
20	CCC1(C)CC(c2csc(N)n2)CCO1 (stereo not drawn)	-15%	·	0	·	·	1%	·	-7%	·	-1%	9%
21	Cc1ccc(NC(=O)C(=O)c2ccc(C)cc2)cc1	24%	?	27	3%	-0.2%	-1%	0%	-5%	4.6µM*	2%	?
22	COc1ccc(OC)c(NC(=O)c2ccc(NS(=O)(=O)c3c(C)noc3C)cc2)c1	15%	-27%	-2	14%	0.3%	-9%	0%	-4%	0%	2%	-8%
23	CCN(C(=O)CSc1nnc(-c2cccs2)n1CC)C1CCS(=O)(=O)C1 (stereo not drawn)	6%	-14%	1	-5%	-0.1%	-1%	3%	-5%	0%	-1%	15%
24	CC(C)c1ccc(C(=O)NC(=S)Nc2ccc3[nH]c(=O)[nH]c3c2)cc1	9%	-1%	?	2%	-0.7%	-3%	2%	-1%	-6%	-9%	-23%
25	Cc1nnc(NC(=O)/C=C/c2ccco2)s1	-12%	?	-4	5%	0.0%	0%	1%	-1%	13%	-20%	-11%
26	CCN(C(=O)CN1C(=O)NC(c2ccccc2)(c2ccccc2)C1=O)c1ccccc1	13%	1%	2	-6%	0.2%	-1%	-1%	-6%	-6%	4%	-42%
27	CCCOP(=O)(c1ccc(N(C)C)cc1)C(O)c1ccc(N(C)C)cc1 (stereo not drawn)	27%	-1%	-1	0%	-0.2%	-1%	0%	-1%	-3%	1%	-10%
28	O=C(NCc1ccccc1)N[C@@H](Cc1c[nH]c2ccccc12)C(=O)O	-31%	-4%	0	-8%	0.0%	3%	-3%	-7%	0%	0%	6%
29	O=C(O)Cc1c(-c2ccccc2)c2cc(Cl)ccc2[nH]c1=O	-17%	-3%	2	7%	-0.7%	-2%	-1%	-17%	1%	9%	-3%
30	O=C(CCCN1C(=O)S/C(=C\c2ccccc2)C1=O)NNC(=O)c1ccccc1O	-19%	-8%	-2	-8%	-0.1%	3%	1%	-3%	-8%	1%	-78%
31	CC1=C(C(=O)OC(C)C)C(c2cccnc2)n2ncnc2N1 (stereo not drawn)	2%	-5%	-1	3%	-1.7%	27%	0%	1%	-1%	1%	-25%
32	N#CCc1ccc(OC(=O)c2cccnc2Cl)cc1	1%	·	·	·	·	54%[activator]	·	-1%	·	4%	-23%
33	Cc1ccc(S(=O)(=O)CC(=O)Nc2cccc(C)n2)cc1	-5%	-4%	8	5%	0.0%	2%	0%	-3%	7%	-2%	2%
34	CC(=O)c1ccc(NC(=O)COc2ccc3c(c2)OCO3)cc1	-25%	2%	10	-12%	0.2%	-2%	1%	-11%	12%	2%	-5%
35	COc1ccc(S(=O)(=O)Nc2cccc3c2O[C@H](CN(C)S(=O)(=O)c2ccc(OC)cc2)[C@@H](C)CN([C@H](C)CO)C3=O)cc1	10%	-6%	·	-2%	-0.7%	0%	2%	-4%	0%	6%	-1%
36	COc1ccc(-n2nc(C(=O)Nc3nc4ccc(OC)cc4s3)c3ccccc3c2=O)cc1	29%	8%	1	8%	-0.5%	-3%	3%	-1%	9%	9%	-6%
37	COC(=O)c1cc2c(ccn2-c2ccc(F)cc2)n1CC(=O)N1CCN(C(=O)c2ccco2)CC1	0%	9%	14	5%	0.3%	2%	1%	-5%	0%	1%	-11%
38	CCOc1ccc(N(CC(=O)O)S(=O)(=O)c2cccnc2)cc1	20%	1%	1	11%	0.0%	3%	-1%	-1%	-4%	-6%	0%
39	COc1ccccc1CNC(=O)C(CCSC)NS(=O)(=O)c1ccc2c(c1)oc(=O)n2C (stereo not drawn)	-2%	24%	4	-30%	-1.0%	0%	-3%	0%	-1%	11%	-10%
40	COc1ccc(C(=O)Oc2cccc(Nc3ncnc4ccccc34)c2)cc1OC	-27%	6%	?	-6%	-0.3%	-19%	-1%	-1%	-9%	-6%	-17%
41	CSc1cccc(NC(=O)c2ccccc2N(C)S(C)(=O)=O)c1	14%	-3%	1	1%	-0.7%	-1%	?	-2%	3%	4%	-8%
42	Cc1ccccc1OCCN1CCCC1	12%	·	1	8%	0.1%	7%	4%	-2%	-1%	-19%	4%
43	C#Cc1ccc([C@@H]2C=C(C(=O)O)O[C@H](OCCCCO)C2)cc1	30%	3%	2	17%	0.2%	-5%	-3%	-1%	3%	6%	4%
44	Cc1ccc(C(=O)OC/C(O)=C(\C#N)c2nc3ccccc3[nH]2)cc1S(=O)(=O)N1CCOCC1	-9%	0%	-5	18%	0.1%	0%	-5%	7%	-2%	-2%	-20%
45	CCOC(=O)c1sc(C)c2c1NC1(CCCCC1)NC2=O	0%	-22%	6	6%	-0.8%	18%	3%	-1%	5%	·	-40%
46	CCN1CCCC1CNC(=O)CN1C(=O)COc2ccc(C)cc21 (stereo not drawn)	13%	-1%	6	-4%	0.1%	0%	1%	-2%	-10%	3%	3%
